# Compound activity (PubChem BioAssay)
# KCNQ2 inh: KCNQ2 potassium channel inhibitors, primary screen, cell-based, CHO-K1, FluxOR thallium flux, B-score (AID 2156). Potassium voltage-gated channel subfamily KQT member 2 (Rattus norvegicus), O88943. 20 min; stronger effect = lower value. B-score at 10 µM. 310,000 compounds, 1.1% hits;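 active means fluorescence ratio B-score at most minus 3 library SDs, with starting brightness B-score within 2 library SDs, cut at about -5.5 in these data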
# Kir21 inh: inhibitors of mouse Kir2.1 inward-rectifier potassium channel; HEK293-Kir2.1, FluxOR thallium flux fluorescence; stronger effect = lower value; 310,000 compounds, 0.85% hits; B-score at 10 µM; AID 1672, 2009; Inward rectifier potassium channel 2 (Mus musculus), P35561;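 active means fluorescence ratio B-score at or below minus 3 SD of library scores, with starting-brightness B-score within 2 SD, cut at about -4.2 in these data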;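 further: channel flux triggered by added potassium and thallium sulfate stimulus; B-score of peak minus minimum fluorescence over baseline after thallium stimulus; more negative B-score means stronger Kir2.1 block with less thallium influx; some compounds called inactive have numbers as strong as hits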
# Target sequence (P35561 whole entry, looked up): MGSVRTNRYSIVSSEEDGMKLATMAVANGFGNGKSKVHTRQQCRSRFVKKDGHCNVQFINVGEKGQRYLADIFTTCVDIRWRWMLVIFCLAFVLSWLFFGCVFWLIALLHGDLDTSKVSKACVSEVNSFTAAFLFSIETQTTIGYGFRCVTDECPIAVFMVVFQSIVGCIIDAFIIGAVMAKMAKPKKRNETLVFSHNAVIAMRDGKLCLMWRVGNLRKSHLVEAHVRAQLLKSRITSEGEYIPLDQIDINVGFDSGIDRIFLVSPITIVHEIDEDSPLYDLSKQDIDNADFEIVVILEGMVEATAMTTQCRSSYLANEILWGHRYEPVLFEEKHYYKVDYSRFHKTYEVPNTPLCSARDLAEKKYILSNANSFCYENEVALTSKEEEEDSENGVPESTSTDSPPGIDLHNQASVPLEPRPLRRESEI
# Numbers without * were called inactive; i = inactive.
SMILES,KCNQ2 inh,Kir21 inh
CCCN(CCC)CCNC(=O)C(NS(=O)(=O)c1ccc2c(c1)CCC(=O)N2)c1ccccc1 (stereo not given),i,-0.46
CCOc1ccc(NC(=O)N(C2CCCCC2)C2CCN(C(C)=O)CC2)cc1,i,-0.27
O=C1CC(N2CCC(O)(c3ccc(Cl)cc3)CC2)C(=O)N1 (stereo not given),i,0.14
O=C(NCc1ccc(N2CCCC2=O)cc1)c1cc(COc2c(F)cccc2F)on1,i,0.67
CCN(CC)S(=O)(=O)c1ccc(OC)c(NC(=O)CCS(=O)(=O)Cc2ccccc2)c1,i,0.74
CC(C)(C)c1ccc(-c2nnc(SCC(=O)NC3CCS(=O)(=O)C3)n2N)cc1 (stereo not given),i,0.16
Cc1cc(C)n(Cc2ccccc2Cl)n1,i,-1.55
CCOC(=O)N1CCN(C(=O)c2ccccc2NC(=O)COc2ccccc2)CC1,i,0.64
COc1ccc(S(=O)(=O)n2nc(OC(=O)c3ccco3)cc2N)cc1,i,-0.11
O=C(N[C@@H](CO)C(=O)NCc1ccccc1)c1ccc(C(F)(F)F)cc1,i,0.14
O=C(CSc1nc2ccccc2n1S(=O)(=O)c1cccc([N+](=O)[O-])c1)NCCc1ccccc1,i,0.62
CCn1c(SCC(=O)NC(=O)NCc2ccco2)nnc1-c1cccs1,i,-2.47
Cc1cc(C(=O)CSc2nc3ccccc3[nH]2)c(C)n1C,i,0.65
O=C(O)c1ccccc1S(=O)(=O)Cc1ccccc1,i,1.14
CC1=CC(C)(C)n2c(O)c(N=NC(N)=S)c3c(C)c(C)cc1c32,i,-0.9
COc1cccc(NC(=S)N(CCCN2CCCC(C)C2)Cc2cccs2)c1 (stereo not given),i,0.17
CC(C)c1ccc(NC(=O)CCNS(=O)(=O)c2cc(Br)cnc2N)cc1,i,-3.04
CC(=O)c1cc(CN2C(=O)c3ccccc3C2=O)cs1,i,-1
CN(C(=O)COc1ccc(Oc2ccccc2)cc1)C1CCS(=O)(=O)C1 (stereo not given),i,0.42
CSCCC(NS(=O)(=O)c1ccc(Cl)cc1)C(=O)OCC(=O)c1ccc(F)cc1 (stereo not given),i,1.75
CCOC(=O)C1CCN(S(=O)(=O)c2cn(C)c(C)n2)CC1,i,-2.28
COc1ccc(-c2nc(C#N)c(NCCN(C)C)o2)cc1,i,0.24
O=C(Nc1ccccc1-c1ccccc1)c1ccco1,i,-0.1
Cc1ccc(-c2nc(CS(=O)CC(=O)NC3CCCC(C)C3C)c(C)o2)cc1 (stereo not given),i,0.16
Cc1ccc(/C=N/NC(=O)c2c(-c3ccccc3)noc2C)o1,i,-0.01
CC(=O)N1CCN(C(=O)c2cc(S(=O)(=O)Nc3ccc(S(C)(=O)=O)cc3)ccc2Cl)CC1,i,0.72
C/C(=N\NC(=O)C(N)=O)c1ccc(O)cc1O,i,-1.29
O=C(O)c1nn(Cc2nc3ccccc3o2)c(=O)c2ccccc12,i,-0.65
CSc1oc(-c2ccccc2)nc1C(N)=O,i,-3.52
Cc1c(C(=O)NCCCN2CCOCC2)oc2c1C1(CCC2)SCCS1,i,0.57
COc1ccc(C2=NN(C(=O)CSc3nc(=O)n4cc(C)ccc4n3)C(c3ccc(C)cc3)C2)cc1 (stereo not given),i,2.68
CCn1c(=O)c(=O)[nH]c2cc(C(=O)N(C)Cc3ccc(OC)c(F)c3)ccc21,i,1.66
CCOC(=O)C1C2C=CC3(CN(c4ccc(Cl)c(F)c4)C(=O)C13)O2 (stereo not given),i,0
C/C(=N/NC(=O)c1ccccc1)C1=C(O)CC(C)(C)CC1=O,i,0.06
O=C(N/N=C/c1ccc2c(c1)OCO2)c1ccc(NC(=O)c2ccc(F)cc2)cc1,i,-0.47
CCOc1cc(/C=N/NC(=O)C(=O)N/N=C/c2ccc(O)c(OCC)c2)ccc1O,i,0
Cc1c(-c2cc(C(=O)O)c3ccccc3n2)cnn1C,i,0.12
O=C(O)c1cccc(NS(=O)(=O)c2ccc3nnn(O)c3c2)c1,i,2.09
CCOC(=O)c1c(-c2ccccc2)oc2ccc(O)c(CN3CCN(C)CC3)c12,i,-9.27*
CCCCn1c(N)c(N(CCOC)C(=O)COC(=O)COc2ccc(CC)cc2)c(=O)[nH]c1=O,i,-1.74
O=C(NCC1CCCN(C2Cc3ccccc3C2)C1)c1cccs1 (stereo not given),i,0.3
CN(C)CCN(Cc1ccccc1)c1nccc(N(C)C)c1C#N,i,-1.27
COc1ccc(/C(N)=N/OC(=O)CC2CCCCC2)cc1,i,1.16
COCCNC(=O)c1c(N)n(CCCn2ccnc2)c2nc3ccccc3nc12,i,-0.05
O=C(CCC(=O)c1cccs1)NCc1ccccc1,i,2.61
CCc1cccc(C)c1NC(=O)CO/N=C(\C)c1cc2ccccc2o1,i,0.3
Cc1oc2cc3oc(=O)c(CCC(=O)NCCN4CCOCC4)c(C)c3cc2c1C,i,0.21
CCOC(=O)c1cnc(-c2ccccc2)nc1Oc1ccc(C)cc1,i,-0.3
COc1ccccc1CNC(=O)COc1ccc([N+](=O)[O-])cc1,i,-0.86
CN(C)C=NC(=O)c1cccn1-c1ncc(C(F)(F)F)cc1Cl,i,0.12
O=S(=O)(Nc1ccc(Cl)cn1)c1cccc(S(=O)(=O)c2ccccc2)c1,i,-0.16
COc1ccc(CCn2c(NN=C(C)C)nc3c2c(=O)[nH]c(=O)n3C)cc1,i,-0.03
O=C(c1cc(-c2ccc(Cl)cc2Cl)on1)N1CCN(C(=O)c2ccco2)CC1,i,-0.23
Cc1cc2c(NC(=O)Nc3ccccc3)cccc2nn1,i,0.76
CC(C)(C)OC(=O)CNC(=O)c1[nH]cnc1C(=O)NCCCCCN,i,0.87
O=C(N/C(=C\c1ccc(Br)cc1)C(=O)N1CCOCC1)c1ccc([N+](=O)[O-])cc1,-5.94*,-2.15
O=C(Cc1ccsc1)Nc1ccccc1F,i,-0.04
COc1ccc(OC)c(S(=O)(=O)N2CCC(C(=O)N3CCc4ccccc4C3)CC2)c1,i,-0.98
O=C(c1cc(=O)[nH]c2ccccc12)N1CCN(S(=O)(=O)c2ccc3ccccc3c2)CC1,i,-1.37
Cc1onc(C(=O)NN)c1-c1csc(COc2ccccc2)n1,i,0.57

# The results go on:
SMILES,KCNQ2 inh,Kir21 inh
O=S(=O)(/N=C(\c1ccccc1F)N1CCCCC1)c1ccccc1,i,0.04
COc1cccc(/C=N/NC(=O)c2cnn(-c3ccccc3)c2N)c1,i,0.95
CN1C(=O)N(C)C2C1NC(=O)N2C (stereo not given),i,-1.04
COc1ccc(C2(CNC(=O)c3ccc(OC)c([N+](=O)[O-])c3)CCOCC2)cc1OC,i,0.97
Cc1ccc(S(=O)(=O)N2CCOCC2)cc1NC(=O)COc1cccc(Oc2ccccc2)c1,i,-0.74
COc1ccc(NC(=O)c2c(-c3c(Cl)cccc3Cl)noc2C)c(OC)c1,i,0.86
CCCC(=O)N(C)c1nnc(-c2ccc(OC)cc2)s1,i,-2.36
Cc1cc(C(=O)N2CCN(Cc3ccccc3)CC2)ccc1[N+](=O)[O-],i,-0.14
CCCNC(=O)N1CCC(C(=O)c2ccc(Cl)cc2)CC1,i,0.85
Cc1ccc(Cn2ncc3c(NCCCN4CCOCC4)ncnc32)cc1,i,-0.72
Cc1ccc(S(=O)(=O)Nc2cc(C(F)(F)F)ccc2N2CCOCC2)cc1,i,-0.01
COc1ccc(NC(=O)CN2CCN(Cc3ccc4c(c3)OCO4)CC2)cc1OC,i,0.15

# Kir21 inh: entries above that show a hit
SMILES,KCNQ2 inh,Kir21 inh
CCOC(=O)c1c(-c2ccccc2)oc2ccc(O)c(CN3CCN(C)CC3)c12,i,-9.27*

# Next results.
SMILES,KCNQ2 inh,Kir21 inh
O=C(N/N=C/c1cccc(O)c1)c1ccc(NC(=O)C2CCCCC2)cc1,i,-0.66
Cc1cc(C(=O)Nc2nc3ccc(S(C)(=O)=O)cc3s2)c(C)o1,i,0.18
CCN(CC)CCN1C(=O)c2cccc3cc(N)cc(c23)C1=O,i,-2.38
Cc1cc(NC(=O)CCn2c(=O)sc3ccccc32)no1,i,0.61
CCN(Cc1ccccc1)C(c1ccncc1)c1nnnn1C(C)(C)C (stereo not given),i,-0.25
Cc1cccc(C)c1NC(=O)CN(C)C(=O)c1cccc(S(=O)(=O)N2CCN(c3ccccc3)CC2)c1,i,0.73
CCCCCCc1nc(C(N)=O)c2[nH]c(=O)n(-c3ccccc3F)c2n1,i,2.12
COC(=O)C(CC(C)C)N1CCC(=O)c2ccccc2S1(=O)=O (stereo not given),i,0.59
O=C(Cc1ccccc1)N/N=C/c1ccc(OC(=O)/C=C\c2ccco2)cc1,i,-0.32
O=C(O)CCCCCn1c(SCc2cc(=O)n3ccccc3n2)nc2ccsc2c1=O,i,2.55
O=C(CNC(=O)c1cccs1)NCCN1CCN(Cc2ccccc2)CC1,i,-0.09
Cc1ccc(NC(=O)CN2CCCCCC2)cc1Br,i,-0.7
Cc1c(Cl)cccc1NC(=S)N1CCCCCC1,i,0.99
O=C(C(c1ccccc1)c1ccccc1)N1CCN(c2ccccn2)CC1,i,0.89
COCCNC(=O)c1ccc(CSCc2cccc(Cl)c2)o1,i,0.07
COc1cccc(C2=NOC(C(=O)Nc3ccc(OC)c(OC)c3)C2)c1 (stereo not given),i,0.04
COC(=O)c1ccc(CNC(=O)C2CCC(=O)N(Cc3cccc(F)c3)C2)cc1 (stereo not given),i,0.92
Cc1ccc(C(=O)C(C)OC(=O)Cc2c[nH]c3ccccc23)cc1 (stereo not given),i,-5.16*
CC(OC(=O)/C=C/c1ccccc1)C(=O)N1CCc2ccccc21 (stereo not given),i,-0.13
CCOCCCNCc1ccc(OC)c(OC)c1,i,0.94
O=C(NC12CC3CC(CC(C3)C1)C2)N1CCN(C2CCCCC2)CC1,i,0.33
CC(=O)c1ccc(N2CCC(C(=O)O)CC2)cc1,i,-0.51
CCC(=O)N1CCN(c2ccc(NC(=O)COc3ccccc3Cl)cc2)CC1,i,-0.71
Cc1cc(Cl)ccc1OC(C)C(=O)NCCc1ccc2c(c1)OCCO2 (stereo not given),i,-3.9
CC(C)(C)NC(=S)N/N=C/c1cccnc1,i,0.21
COc1ccc(S(=O)(=O)N2CCCOC2CNC(=O)C(=O)NCc2cccnc2)cc1 (stereo not given),i,0.64
COCCN(C(=O)CCC(=O)Nc1ccccn1)C(C(=O)NC(C)C)c1ccc(Cl)cc1 (stereo not given),i,0.35
C[n+]1ccc(/C=C/c2ccc(Br)cc2)cc1,i,0.33
Nc1ccc(C(=O)Nc2ccc(Nc3ccncc3)cc2)cc1,i,-2.47
O=S(=O)(NC(=S)NC1CCCCC1)c1ccc(Br)cc1,i,-0.66
O=C(Cc1ccccc1)NCc1n[nH]c(=S)n1-c1ccc(Br)cc1,i,0.12
COc1ccc2nc(/C=N/NC(=O)CCNC(=O)OC(C)(C)C)ccc2c1,i,0.23
CCOC(=O)CSc1nnc(Cn2nnc(-c3ccccc3)n2)n1CC,i,-1.97
Cc1nn(Cc2cccc(C(=O)N3CCCC(C)C3)c2)c(C)c1[N+](=O)[O-] (stereo not given),i,-0.18
COc1ccc2nc(SCC(=O)NC3CCCC3)c(C)cc2c1,i,0.63
Brc1ccc(-c2noc3c2-c2nc(C4CCCCC4)sc2CC3)cc1,i,0.08

# In the list so far, these contain a cyano group:
SMILES,KCNQ2 inh,Kir21 inh
COc1ccc(-c2nc(C#N)c(NCCN(C)C)o2)cc1,i,0.24
CN(C)CCN(Cc1ccccc1)c1nccc(N(C)C)c1C#N,i,-1.27

# Later entries.
SMILES,KCNQ2 inh,Kir21 inh
Cc1cc(/C=N\NC(=O)CC(=O)NC2CCCCC2)c(C)n1-c1cccc(Cl)c1Cl,i,0.36
CCC(C(=O)NC(C)(C)C)N(Cc1ccc(F)cc1)C(=O)c1snc(C(N)=O)c1N (stereo not given),i,-0.04
COc1cc(S(=O)(=O)NCC2COCCO2)ccc1-n1cnnn1 (stereo not given),i,-0.01
O=C1c2cccc3cccc(c23)C(=O)N1CCCc1n[nH]c(=S)n1-c1ccccc1,i,-0.12
CC(C)C1N=C2c3ccccc3N=C(SCC#N)N2C1=O (stereo not given),i,-1.57
COc1cc(OC)cc(-c2nnc(N(C)C(=O)c3ccncc3)s2)c1,i,0.12
N#Cc1ccccc1OCC(=O)NCCNC(=O)COc1ccccc1C#N,i,1.42
CCCC(=O)Nc1sc(C(=O)Nc2cccc(N)c2)c(C)c1C(=O)OC,i,1.8
COC(=O)c1ccc(-c2csc(NC(=O)C3=COCCO3)n2)cc1,i,1.31
Cc1c2ccccc2nc2c(F)c(NCCO)c(F)c(F)c12,i,-12.4
CCCCCc1c(C)nc(SCC(=O)O)[nH]c1=O,i,0.01
CC(=O)N1CCOc2ccc(S(=O)(=O)NCCc3cccc(C)c3)cc21,i,-2
CC(C)c1nc(SCC(=O)NC2CCCC2)c2ccccc2n1,i,-3.01
O=C(NCC(O)c1ccccc1)Nc1cccs1 (stereo not given),i,0.03

# Seven of the compounds above, with values ahead of the structure:
KCNQ2 inh	Kir21 inh	mol
i	2.68	COc1ccc(C2=NN(C(=O)CSc3nc(=O)n4cc(C)ccc4n3)C(c3ccc(C)cc3)C2)cc1 (stereo not given)
i	1.66	CCn1c(=O)c(=O)[nH]c2cc(C(=O)N(C)Cc3ccc(OC)c(F)c3)ccc21
i	0	CCOC(=O)C1C2C=CC3(CN(c4ccc(Cl)c(F)c4)C(=O)C13)O2 (stereo not given)
i	0.06	C/C(=N/NC(=O)c1ccccc1)C1=C(O)CC(C)(C)CC1=O
i	-0.47	O=C(N/N=C/c1ccc2c(c1)OCO2)c1ccc(NC(=O)c2ccc(F)cc2)cc1
i	0	CCOc1cc(/C=N/NC(=O)C(=O)N/N=C/c2ccc(O)c(OCC)c2)ccc1O
i	0.12	Cc1c(-c2cc(C(=O)O)c3ccccc3n2)cnn1C
